Bioassay records deposited in PubChem by several laboratories.
Cl transport mod: KCC2 cotransporter modulators, thallium flux, primary screen, cell-based, HEK293 KCC2, FluoZin-2 fluorescence, MLSMR; KCC2 cells, thallium flux FluoZin-2 fluorescence; 190,000 compounds, 2.2% hits; AID 1456, 2008; B-score of Tl+ flux slope (higher = more flux/activation; lower = inhibition) at 10 µM;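 active = thallium flux slope and its plate-corrected score both differing from the plate sample mean at a set confidence after two filtering rounds, in either direction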;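 also: slope of fluorescence scaled to starting intensity during 10 to 20 s after thallium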
TNF necrop inh: inhibitors of TNF-alpha triggered necroptosis, primary screen, cell-based, Jurkat FADD-/-, single concentration; Jurkat FADD-/- TNF necroptosis rescue, ATP luminescence, 24 h; 0 = TNF only, 100 = no-TNF cells; activation (protection from cell death), % at 10 µM; 220,000 compounds, 0.068% hits; AID 463075, 2010;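 active = activation, meaning protection from cell death, of at least 50% relative to plate controls; inactive = activation below 50%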;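 also: necroptosis triggered by 40 ng/mL TNF-alpha added together with compound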
Rad51 HR inh: human RAD51 strand exchange inhibitors, primary screen, biochemical, fluorescence; DNA repair protein RAD51 homolog 1 (Homo sapiens), Q06609; hRad51 DNA strand exchange, fluorescence dequenching; inhibition, % at 10 µM; 200,000 compounds, 0.085% hits;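 active = inhibition above 40% at the single screening dose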;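 also: 0% = DMSO control wells and 100% = blanks with heterologous ssDNA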
Target sequence (Q06609 whole entry, looked up): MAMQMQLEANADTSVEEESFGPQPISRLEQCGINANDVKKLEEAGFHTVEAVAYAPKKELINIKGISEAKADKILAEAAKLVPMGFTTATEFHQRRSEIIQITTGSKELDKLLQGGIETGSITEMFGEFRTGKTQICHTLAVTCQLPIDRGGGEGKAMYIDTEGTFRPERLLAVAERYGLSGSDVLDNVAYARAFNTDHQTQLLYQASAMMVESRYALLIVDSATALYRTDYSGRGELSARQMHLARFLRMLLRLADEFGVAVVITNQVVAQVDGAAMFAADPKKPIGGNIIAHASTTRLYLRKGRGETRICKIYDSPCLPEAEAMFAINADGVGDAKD
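System: human Rad51 nucleoprotein filaments preassembled on unlabelled ssDNA. Reagent: labelled 47-mer dsDNA for strand exchange. Schedule: 30-min compound preincubation and 15-min exchange, both room temperature. Measured by: FRET fluorescence dequenching, excitation 485 nm, emission 520 nm. Read-out: Fluorescence-based percent inhibition, control- and blank-normalised. Benchmarks: plate controls and plate blanks.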
EBV gp42 inh: Epstein-Barr virus gp42 inhibitors, primary screen, biochemical, uHTS, fluorescence polarization | Glycoprotein 42 (Epstein-Barr virus (strain AG876)), Q1HVG2 | Fluorescence polarization binding assay, mP read-out | inhibition, % (tested at 21.74 µM) | 220,000 compounds, 0.42% hits; in the data active = inhibition above about 50%
Target sequence (Q1HVG2 whole entry, looked up): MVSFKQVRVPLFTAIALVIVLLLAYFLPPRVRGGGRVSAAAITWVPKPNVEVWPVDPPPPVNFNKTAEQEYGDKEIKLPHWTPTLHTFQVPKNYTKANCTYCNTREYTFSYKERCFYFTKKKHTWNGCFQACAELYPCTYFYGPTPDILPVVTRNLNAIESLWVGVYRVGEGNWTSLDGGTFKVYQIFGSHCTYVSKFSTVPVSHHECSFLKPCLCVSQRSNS
eIF4E-4G inh: eIF4E–eIF4G protein interaction inhibitors, primary screen, biochemical, uHTS, TR-FRET, eIF4GI fragment; Eukaryotic translation initiation factor 4E (Mus musculus) + Eukaryotic translation …; TR-FRET eIF4E-eIF4GI(517-606) binding, 2 h; inhibition, % at 21.7 µM; 220,000 compounds, 0.37% hits;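 active = inhibition above about 30%, limit read from the data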;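 also: 0% = full FRET control wells and 100% = background wells lacking eIF4GI fragment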
PERK inhibitor: block of dimerizer-induced PERK translation repression, primary screen, PERK inhibitor project, CHO PERK-DD cells, SEAP luminescence, HTS; 220,000 compounds, 0.17% hits; AID 1416, 2008; Eukaryotic translation initiation factor 2-alpha kinase 3 (Homo sapiens), Q9NZJ5; CHO PERK-DD fusion, SEAP luminescence translation reporter; inhibition, % at 5.6 µM;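 active = inhibition above the mean inhibition of all tested compounds plus 3 SD, set separately per screening campaign, cut at about 2.9% in these data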;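 also: PERK kinase domain activated by AP20187 dimerizer at 100 nM; 0% = DMSO with dimerizer and 100% = rapamycin at 8.4 µM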
zVAD death inh: inhibitors of zVAD-triggered necroptosis, primary screen, L929 cells. L929 zVAD necroptosis rescue, ATP luminescence, 24 h; with zVAD 60 µM. viability rescue, % at 10 µM. 220,000 compounds, 0.38% hits;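 active = activation, scaled between plate controls, above about 75%, limit read from the data; inactive = activation under that limit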;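 also: 0% = zVAD with DMSO and 100% = DMSO alone without zVAD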
m-calpain inh: inhibitors of pig calpain II, primary screen, biochemical, fluorogenic peptide substrate, 1536-well; inhibition, % at 16 µM; 220,000 compounds, 0.37% hits; purified calpain II, 30 min;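 active = inhibition above about 50%, limit read from the data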
MDM2 E3 inh: MDM2-luciferase reporter signal enhancers, primary screen, MDM2 E3 ligase inhibitor project, cell-based, luminescence, 1536-well | E3 ubiquitin-protein ligase Mdm2 (Homo sapiens), Q00987 | cell-based MDM2 ubiquitination luciferase reporter, 2 h; 0 = plate control, 100 = twice control, blank-subtracted | signal enhancement, % at 5 µM | 210,000 compounds, 0.11% hits;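 active = signal enhancement of 30% or more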;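 also: luminescence tracks abundance of the self-degrading MDM2-luciferase fusion protein; higher signal means inhibition of MDM2 E3 ligase activity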
Target sequence (Q00987 whole entry, looked up, the tested form may be a part): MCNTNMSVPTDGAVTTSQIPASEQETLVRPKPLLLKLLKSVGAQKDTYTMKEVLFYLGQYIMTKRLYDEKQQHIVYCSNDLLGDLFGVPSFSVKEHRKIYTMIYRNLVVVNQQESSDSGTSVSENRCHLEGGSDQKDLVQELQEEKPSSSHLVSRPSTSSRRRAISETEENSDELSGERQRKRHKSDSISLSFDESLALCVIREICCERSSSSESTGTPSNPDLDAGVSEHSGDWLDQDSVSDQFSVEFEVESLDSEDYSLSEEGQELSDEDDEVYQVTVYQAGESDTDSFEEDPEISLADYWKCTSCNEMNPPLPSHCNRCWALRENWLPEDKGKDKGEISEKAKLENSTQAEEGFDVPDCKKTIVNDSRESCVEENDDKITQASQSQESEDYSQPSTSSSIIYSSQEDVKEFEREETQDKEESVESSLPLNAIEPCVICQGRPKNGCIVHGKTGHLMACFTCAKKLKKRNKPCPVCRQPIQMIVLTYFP
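Assay system: stable mammalian line carrying autodegrading MDM2–luciferase fusion reporter; amount: 2000 cells seeded into each well; buffer or medium: DMEM; benchmarks: plate control and blank wells; signal: luciferase luminescence; timing: 2 h compound exposure at 37 °C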
Starred values were filed as active, the others as inactive; x = not tested or not shown; [ ] = another dose, or the depositor's remark.

The first 4 compounds as a preview:
SMILES | Cl transport mod | TNF necrop inh | Rad51 HR inh | EBV gp42 inh | eIF4E-4G inh | PERK inhibitor | zVAD death inh | m-calpain inh | MDM2 E3 inh
COc1cccc(C(=O)C2CCCN(CC3=Cc4cc(OC)ccc4OC3)C2)c1 (centres undefined) | -0.6 | 0.4 | -5 | 5 | -3 | -0.9 | 0.9 | 22 | -4
O=C(NCc1ccccc1)C1CCCN(S(=O)(=O)c2cccc3nonc23)C1 (centres undefined) | -0.26 | 1.1 | x | -10 | 2 | -0.1 | x | 2 | 5
COc1ccccc1-c1ccc(=O)n(CC(=O)NCc2cccs2)n1 | -1.3 | 3.3 | 3 | 4 | 1 | -0.8 | 1.0 | -9 | -4
Cc1cnc(NC(=O)Nc2ccc(Cl)cc2)s1 | -0.66 | -15 | -14 | -17 | -5 | 0.4 | 78* | 0 | -20

Results (from the top)
SMILES | Cl transport mod | TNF necrop inh | Rad51 HR inh | EBV gp42 inh | eIF4E-4G inh | PERK inhibitor | zVAD death inh | m-calpain inh | MDM2 E3 inh
COc1cccc(C(=O)C2CCCN(CC3=Cc4cc(OC)ccc4OC3)C2)c1 (centres undefined) | -0.6 | 0.4 | -5 | 5 | -3 | -0.9 | 0.9 | 22 | -4
O=C(NCc1ccccc1)C1CCCN(S(=O)(=O)c2cccc3nonc23)C1 (centres undefined) | -0.26 | 1.1 | x | -10 | 2 | -0.1 | x | 2 | 5
COc1ccccc1-c1ccc(=O)n(CC(=O)NCc2cccs2)n1 | -1.3 | 3.3 | 3 | 4 | 1 | -0.8 | 1.0 | -9 | -4
Cc1cnc(NC(=O)Nc2ccc(Cl)cc2)s1 | -0.66 | -15 | -14 | -17 | -5 | 0.4 | 78* | 0 | -20
CC(=O)Nc1ccc(S(=O)(=O)Nc2ccccn2)cc1 | -0.78 | -0.1 | -2 | -9 | 1 | 0.8 | 13 | -44 | 1
N#CC(c1cccc(Cl)c1)c1ccc2c(C(F)(F)F)cc(C(F)(F)F)nc2n1 (centres undefined) | 29* | -12 | -9 | -18 | 3 | 1.0 | 5.4 | 63* | -60
CN(C)CCCNc1nc(N)c([N+](=O)[O-])c(NCCO)n1 | -0.092 | 4.4 | 3 | -14 | 8 | 0.1 | 0.4 | 17 | -17
COc1cccc(CNC(=O)CN2C(=O)CC(c3ccccc3)=Nc3ccccc32)c1 | -0.33 | 1.0 | -1 | -15 | 0 | 0.5 | -1.2 | -2 | -6
CC(C)CNC(=O)NC(=O)CSc1nc2ccccc2n1CC(C)C | 0.89 | 0.7 | 5 | 10 | -8 | -1.9 | -0.4 | 16 | -21
COC(=O)[C@H](Cc1ccccc1)NC(=O)NCc1ccc(S(N)(=O)=O)cc1 | x | -0.2 | -16 | -11 | 0 | 0.5 | 0.7 | -4 | -10
COc1ccc2nc(/N=C(\N)NC(=O)C(C)(C)C)nc(C)c2c1 | 0.72 | -1.1 | -11 | -8 | 0 | -2.3 | 1.2 | -113 | -21
CCOC(=O)C(Nc1ccc2ccccc2c1)C(=O)OCC | -1 | 0.7 | -6 | -15 | 3 | 0.8 | 0.1 | 5 | -6
O=C(Nc1ccc(S(=O)(=O)NCC2CCCO2)cc1)c1ccccc1 (centres undefined) | 0.047 | 0.5 | x | -2 | -2 | 0.6 | 1.4 | 10 | -42
CC(=O)Nc1ccc(S(=O)(=O)NC2(C(F)(F)F)NC(=O)N(CC(C)C)C2=O)cc1 (centres undefined) | -0.23 | 0.3 | x | 4 | 1 | 0.9 | -0.3 | -22 | -13
CN(c1ccccc1)c1ccc(/C=C/[N+](=O)[O-])cc1 | -0.002 | 1.0 | -41 | -7 | 12[fluorescence artefact?] | 0.7 | -0.6 | -39 | 2
CCOC(=O)C1=C(C)N(C)C(=S)N(C)C1c1ccc(OC)cc1 (centres undefined) | -0.5 | 0.7 | 7 | -2 | -1 | 0.4 | 1.1 | 14 | 5
CCc1nnc(NC(=O)c2ccc(COc3ccc(C)cc3)o2)s1 | x | 0.1 | 6 | -8 | -4 | 1.4 | 0.2 | -15 | -8
CC12CCC(C(=O)Nc3ncc([N+](=O)[O-])s3)(OC1=O)C2(C)C (centres undefined) | x | -0.9 | -4 | -5 | -7 | 0.4 | 0.2 | -9 | -3
COCCCNC(=O)c1ccc(C2SCC(=O)N2Cc2ccco2)cc1 (centres undefined) | 0.12 | 0.1 | 0 | -4 | 0 | 0.2 | 1.4 | -12 | -3
O=C1CNC(=O)/C1=C/c1ccccc1 | x | 1.3 | -4 | -11 | 5 | 1.4 | 0.4 | -3 | -16
CCOCCCNC(=O)c1ccc(CS(=O)(=O)Cc2cccc(C)c2)o1 | x | -0.1 | 7 | -14 | 1 | 0.0 | -0.6 | -18 | -10
Cc1ccc(NC(=O)CSc2nnc(-c3ccccn3)n2C)cc1 | 0.35 | -1.6 | 4 | -6 | 4[fluorescence artefact?] | -0.6 | -0.6 | -45 | -12
CCOC(=O)c1cc2c(C)n(-c3ccc(N(C)C)cc3)c(C)c2cc(C(=O)OCC)c1=O | x | 0.3 | 4 | 0 | -2 | -0.3 | 0.2 | 18 | -11
COc1cc(CNC(C)c2ccccc2)cc(Cl)c1OCC(=O)Nc1ccccc1 (centres undefined) | 0.12 | 2.1 | 16 | -11 | 2 | 0.0 | 0.8 | 16 | -1
O=C(NCCCOc1cccc(CN2CCCCC2)c1)c1ccc(Cl)c(Cl)c1 | 0.54 | 2.6 | 15 | -11 | 20 | -0.7 | 0.5 | 5 | -6
OCC1(CCOc2ccccc2)CCN(Cc2cn[nH]c2-c2ccccc2)CC1 | 0.036 | 5.0 | 15 | -14 | -1 | -0.4 | 1.4 | -9 | -11
COC(=O)c1c(-c2ccccc2)csc1NC(=O)C1CC=CCC1C(=O)O (centres undefined) | -0.45 | -0.5 | 0 | 1 | 0 | -0.2 | 0.4 | -9 | -9
Cc1csc(NC(=O)CSc2nsc(SCC(=O)Nc3nc(C)cs3)c2C#N)n1 | 1.1 | -6.7 | x | -2 | -2 | -1.7 | 76* | 7 | -3
CCOc1ccc(-c2cc(C(=O)OC)[nH]n2)cc1 | 0.9 | 0.2 | 3 | -5 | 2 | 0.6 | 8.0 | -12 | 9
CCN=C1SC(C(=O)Nc2cccc(OCC)c2)CC(=O)N1CC (centres undefined) | -0.21 | -12 | -3 | -2 | -1 | -1.5 | 0.0 | -12 | -6

Overlap with the part before: 2 compounds, then new ones.
SMILES | Cl transport mod | TNF necrop inh | Rad51 HR inh | EBV gp42 inh | eIF4E-4G inh | PERK inhibitor | zVAD death inh | m-calpain inh | MDM2 E3 inh
CCOc1ccc(-c2cc(C(=O)OC)[nH]n2)cc1 | 0.9 | 0.2 | 3 | -5 | 2 | 0.6 | 8.0 | -12 | 9
CCN=C1SC(C(=O)Nc2cccc(OCC)c2)CC(=O)N1CC (centres undefined) | -0.21 | -12 | -3 | -2 | -1 | -1.5 | 0.0 | -12 | -6
CCOC(=O)c1sc(N(Cc2ccccc2)C(=O)COC(=O)c2ccc(O)cc2)nc1C | 0.031 | 3.4 | x | -26 | -1[fluorescence artefact?] | -2.0 | 1.1 | -12 | -16
Oc1ccc(/C=N/N2CCOCC2)c(O)c1O | 0.32 | 0.6 | 2 | -16 | 3 | 1.5 | 2.1 | -10 | -9
COc1ccc(C2=NCCc3cc(OC)c(OC)cc32)cc1 | 1.7 | 3.9 | 34 | -13 | -2 | -1.0 | 0.0 | -52 | 3
COc1ccc(CSc2nnc(N)s2)cc1F | 0.2 | 4.7 | 0 | -10 | -11 | -0.5 | 0.4 | 7 | 9
C/C(N)=C(/C#N)C(=O)COc1ncnc2ccc(Br)cc12 | 0.32 | 49 | -8 | -11 | 5 | 0.0 | 1.1 | -5 | -34
CCCOn1nnnc1-c1ccccc1 | x | -1.6 | -1 | -10 | 3 | 1.5 | 0.3 | -17 | -8
CCCN1CCN(CCCNC(=O)C2CCN(c3nnc(-n4cccc4)s3)CC2)CC1 | 0.23 | 0.3 | -7 | 3 | -13 | -0.3 | 1.2 | 5 | x
CSc1ccc(Cl)c(C(=O)Nc2ccc(OCC(N)=O)cc2)c1 | -0.32 | -2.2 | 1 | -3 | -8[fluorescence artefact?] | -0.4 | -0.1 | -12 | -10
CCn1c(SCC(=O)Nc2cccc(NC(C)=O)c2)nnc1C(C)C | 0.24 | 0.1 | 0 | -6 | 3[fluorescence artefact?] | 1.7 | 0.0 | -38 | -2
CCOC(=O)CSc1nc(C)c(C(C)=O)cc1C(N)=O | 1.9 | -0.1 | 4 | -14 | 7 | 0.7 | 8.7 | -7 | 1
CCCCOc1ccc(/C=N/NC(=O)c2csc(C)c2C)cc1 | -1.3 | -1.3 | 0 | -12 | 0 | -0.2 | 0.1 | 37 | -16
Cc1cc(-c2ccccc2)n[nH]1 | 1.4 | 2.5 | -2 | 0 | 1 | -0.8 | 6.2 | 5 | -37
CC1Cc2ccccc2N1C(=O)CN1CCc2ccccc2C1 (centres undefined) | -1.9 | 3.4 | -8 | -4 | -3 | -1.4 | -1.3 | -7 | -18
Cc1cc(C)n(-c2nc3sc4c(c3c(=O)[nH]2)CCCC4)n1 | 42* | -12 | x | 8 | 5 | 0.7 | 1.1 | 8 | -15
CCNc1ccc(Br)cc(C(=O)/C=C/c2ccc(Cl)cc2)c1=O | -0.72 | -6.3 | x | 12 | 8 | 0.1 | x | -60 | 6
CCOC(=O)N1CCN(C(=O)CCNS(=O)(=O)c2ccc3c(c2)c(=O)n(C)c(=O)n3C)CC1 | -0.58 | 0.9 | -28 | -19 | 5 | 0.3 | 1.2 | -46 | -17
CC(/C=C/c1ccccc1)=N\NC(=O)Cn1cncn1 | -2 | 1.8 | x | -3 | -6 | 1.7 | 0.5 | 13 | -10
COc1ccc(C(C#N)N2CCOCC2)cc1 (centres undefined) | 1 | -2.3 | -6 | -5 | 0 | 1.2 | -0.2 | -20 | -4
O=C(Nc1cc([N+](=O)[O-])ccc1N1CCCC1)c1ccco1 | 0.11 | -0.1 | -10 | -13 | -1 | 0.8 | -0.5 | -9 | -11
COc1cccc(/C=N/NC(=S)Nc2cccc(C(=O)O)c2)c1O | -0.059 | -1.4 | 9 | 1 | -4 | 0.1 | -0.4 | -8 | -40
N#C/C(=C/c1ccc(F)cc1)c1nnc(NC(=O)c2ccccc2)s1 | -0.099 | 0.9 | 6 | -14 | -1 | -0.5 | 1.2 | -69 | x
COCCNC(=O)c1ccc(CS(=O)(=O)c2ccc(C)cc2)o1 | 1.6 | -1.4 | -4 | 1 | -3 | 0.2 | 0.6 | 22 | -11
O=c1cc(-c2cccc(Br)c2)oc2cccc(O)c12 | 1.1 | -0.4 | -1 | -26 | -6 | x | -0.3 | -7 | 19

Random draw from the library (roughly 3.6% active in at least one column).
